Screens from PubChem.
ssDAF12 agonist: S. stercoralis DAF-12 nuclear receptor activators, primary screen, cell-based, luminescence, HEK293, GRIP1 co-expression, lit1-tk-luc. activation, % at 6.8 µM. 370,000 tested, 1% active. HEK293 ssDAF-12/GRIP1 lit1-tk-luc reporter; % of 3 µM dafachronic acid response. AID 652126, 2013;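 active means activation above the mean over all tested compounds plus 3 SD, cut at about 0.9% in these data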;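 further: 0% = DMSO-only wells and 100% = 3 µM delta7-dafachronic acid wells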
proKLK7 act: proKLK7 zymogen activators, primary screen, biochemical, fluorescence intensity; purified proKLK7, EDANS-DABCYL substrate fluorescence; 100% is mature enzyme control, 0% vehicle; activation, % at 7 µM; 370,000 tested, 0.9% active; AID 652039, 2013;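 active means activation above the mean of all tested compounds plus 3 SD, computed per campaign excluding outliers beyond control limits, cut at about 13% in these data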
Target sequence (P49862 whole entry, looked up): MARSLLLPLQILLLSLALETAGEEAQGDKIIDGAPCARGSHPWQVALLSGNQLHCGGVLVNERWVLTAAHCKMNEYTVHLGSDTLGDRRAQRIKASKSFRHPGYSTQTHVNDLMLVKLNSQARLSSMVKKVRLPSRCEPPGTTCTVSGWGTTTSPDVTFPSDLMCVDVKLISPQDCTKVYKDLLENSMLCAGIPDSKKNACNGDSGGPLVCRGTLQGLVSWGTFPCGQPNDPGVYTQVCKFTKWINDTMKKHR
DAX1 inh-1: DAX1 (NR0B1) inhibitors, primary screen, cell-based, HEK293, Gal4-DAX1, luciferase luminescence | Nuclear receptor subfamily 0 group B member 1 (Homo sapiens), P51843 | HEK293 Gal4-DAX1 luciferase reporter | inhibition, % at 6.75 µM | 340,000 tested, 0.99% active | AID 504766, 2011;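 active means inhibition above the mean over all tested compounds plus 3 SD, cut at about 4.2% in these data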;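 further: 0% = DAX1-transfected cells with DMSO and 100% = empty-vector control cells with DMSO; inhibition shows as a rise in luminescence from relieved DAX1 repression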
Target sequence (P51843 207-470 limits assumed): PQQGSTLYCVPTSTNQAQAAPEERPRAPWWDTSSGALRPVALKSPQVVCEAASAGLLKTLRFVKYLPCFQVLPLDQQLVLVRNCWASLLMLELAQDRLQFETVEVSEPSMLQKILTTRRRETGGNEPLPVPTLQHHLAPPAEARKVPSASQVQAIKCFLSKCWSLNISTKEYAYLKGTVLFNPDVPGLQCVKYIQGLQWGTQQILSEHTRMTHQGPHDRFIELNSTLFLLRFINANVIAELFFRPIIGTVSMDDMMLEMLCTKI
NPR2 activator: human GC-B receptor activators, primary screen, HEK293 GC-B cells, cGMP TR-FRET, EC30 CNP. 370,000 tested, 0.11% active. 0% at EC30 CNP, 100% saturating CNP. activation, % at 10 µM. AID 1920062, 2024. Atrial natriuretic peptide receptor 2 (Homo sapiens), P20594;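 active means activation at 10 µM reaching about 35% in either raw or pattern-adjusted values, limit read from the data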
FXN GAA850 act: FXN promoter activators, primary screen, cell-based, luciferase luminescence, HEK293 lucGAA850; HEK293 lucGAA850 FXN promoter luciferase reporter, 24 h; percent of 10 µM SAHA response; activation, % at 6 µM; 360,000 tested, 0.56% active; AID 540364, 2011;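 active means activation above the average of all compounds screened plus 3 SD, cutoff fixed separately per campaign, cut at about 7.5% in these data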;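 further: 0% = DMSO wells and 100% = 10 µM SAHA wells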
DAX1 inh-2: DAX1 (NR0B1) inhibitors on StAR promoter, primary screen, cell-based, luminescence, SF-1 (NR5A1), full-length DAX-1; AID 652010, 2013; inhibition, % at 6.8 µM; 370,000 tested, 1.1% active; HEK293T StAR-luciferase reporter, SF-1/DAX-1 repression relief;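 active means inhibition above the mean over all tested compounds plus 3 SD, cut at about 3.6% in these data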;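 further: 0% = DAX-1 cells with DMSO and 100% = cells lacking DAX-1 with DMSO; higher inhibition means more luminescence from relief of DAX-1 repression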
GC-A act: GC-A stimulated cGMP production enhancers – HEK293 GC-A cells, cGMP TR-FRET, EC30 ANP, primary screen; Atrial natriuretic peptide receptor 1 (Homo sapiens), P16066; 0% at EC30 ANP, 100% saturating ANP; activation, % at 10 µM; 370,000 tested, 0.14% active; AID 1671463, 2021; in the data active means activation above about 40%
HGIII-sPLA2 inh: human group III sPLA2 inhibitors, primary screen, biochemical, QFRET, BODIPY PC-A2 liposome substrate; Group 3 secretory phospholipase A2 (Homo sapiens), Q9NZ20; 370,000 tested, 0.56% active; inhibition, % at 12.2 µM; QFRET BODIPY PC-A2 liposome hydrolysis, fluorescence; AID 743126, 2013;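 active means inhibition above mean plus 3 SD of compounds lying within the high and low control bounds, cut at about 19% in these data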;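 further: 0% = median of test compound wells and 100% = no enzyme DMSO wells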
Target sequence (Q9NZ20 whole entry, looked up): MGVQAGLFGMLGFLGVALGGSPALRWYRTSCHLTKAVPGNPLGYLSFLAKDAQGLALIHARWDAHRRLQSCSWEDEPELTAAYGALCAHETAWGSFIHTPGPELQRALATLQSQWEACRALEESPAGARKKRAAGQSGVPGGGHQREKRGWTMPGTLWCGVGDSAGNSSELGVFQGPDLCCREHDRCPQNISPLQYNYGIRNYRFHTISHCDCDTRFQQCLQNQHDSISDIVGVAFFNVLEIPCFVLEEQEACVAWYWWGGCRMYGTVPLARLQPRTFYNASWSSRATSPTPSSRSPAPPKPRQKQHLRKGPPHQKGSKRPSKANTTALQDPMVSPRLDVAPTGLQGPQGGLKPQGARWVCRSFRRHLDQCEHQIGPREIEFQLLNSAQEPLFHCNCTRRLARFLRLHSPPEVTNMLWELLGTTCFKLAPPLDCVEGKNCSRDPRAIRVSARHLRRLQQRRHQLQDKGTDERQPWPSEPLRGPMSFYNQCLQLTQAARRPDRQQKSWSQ
hcDAF12 agonist: H. contortus DAF-12 nuclear receptor activators, primary screen, cell-based, luminescence, HEK293, lit1-tk-luc reporter; activation, % at 6.8 µM; HEK293 hcDAF-12 lit1-tk-luc reporter; 0% DMSO, 100% Δ7-dafachronic acid; 370,000 tested, 1.4% active;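 active means activation above the mean of all tested compounds plus 3 SD, cut at about 5.5% in these data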;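 further: 100% = response to 3 µM Δ7-dafachronic acid high control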
hgDAF12 agonist: H. glycines DAF-12 receptor agonists, primary screen, cell-based, luminescence, HEK293, GAL4 fusion, UAS-luciferase | HEK293 GAL4-hgDAF12 UAS-luciferase reporter, agonist luminescence; normalized to butyrate control | activation, % at 6.8 µM | 370,000 tested, 1.8% active;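 active means activation above a cutoff set at the mean of all screened compounds plus 3 SD, cut at about 10% in these data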;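 further: 0% = DMSO wells and 100% = sodium butyrate wells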
SMARCA2 act: SMARCA2 (BRM) function activators, primary screen, cell-based, luminescence, high throughput. 370,000 tested, 1% active. activation, % at 9.1 µM. AID 652017, 2013. MG213 cells, MMTV-luciferase reporter, dexamethasone, overnight; in the data active means activation above about 7.8%;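 further: 0% = vehicle wells and 100% = reference activator wells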
Active calls of the source: *; . = not tested or not shown.

Order of values: ssDAF12 agonist | proKLK7 act | DAX1 inh-1 | NPR2 activator | FXN GAA850 act | DAX1 inh-2 | GC-A act | HGIII-sPLA2 inh | hcDAF12 agonist | hgDAF12 agonist | SMARCA2 act
Nc1nc(SCc2ccc(F)cc2)n[nH]1
 : -0.9 | 0.3 | 1.5 | -2 | 0.5 | 0.2 | 2 | 3 | 1.4 | 3.0 | 1
Cn1c(N)c(C(=O)COC(=O)c2ccc(Cl)c(S(=O)(=O)N3CCCCC3)c2)c(=O)n(C)c1=O
 : -1.8 | 0.2 | 0.0 | -3 | -2.4 | 0.9 | 4 | 2 | 1.0 | -2.6 | 12*
Cc1ccc(-c2noc(CSc3nnnn3C3CCCCC3)n2)cc1
 : -1.6 | 0.3 | -0.5 | 1 | -0.6 | -0.5 | 0 | -27 | -0.6 | -0.7 | -6
Cc1cc(C)cc(Cn2cc(CN3CC(N4CCN(Cc5ccccc5F)CC4)CS3(=O)=O)nn2)c1 (stereo not given)
 : -2.0 | 0.5 | . | 2 | . | -4.0 | -2 | -4 | -1.8 | -0.3 | -5
O=C(CSc1ccccc1F)NC1CCS(=O)(=O)C1 (stereo not given)
 : -0.4 | -0.3 | 0.3 | 0 | 2.0 | 0.2 | 2 | 1 | 1.9 | -2.8 | -4
COc1ccc(Cl)cc1-c1n[nH]c(=S)n1Cc1ccccc1
 : -0.7 | -0.5 | -0.4 | -4 | -0.7 | -0.2 | -3 | 15 | -2.1 | 2.5 | -1
CCOC(=O)c1ccc(N=Cc2nc3ccccc3n2C)cc1
 : -1.2 | -1.0 | -0.1 | -6 | -2.7 | 0.5 | -3 | 4 | 2.3 | -0.2 | 3
O/N=C(\c1ccccc1)c1nccc2ccccc12
 : -1.3 | -0.1 | 0.4 | 0 | 1.8 | 3.0 | 2 | -3 | -0.8 | -1.7 | 1
Cc1nc2sc(C(c3cccc(F)c3)N3CCC(C)CC3)c(O)n2n1 (stereo not given)
 : -1.4 | 0.4 | -0.3 | -4 | 2.7 | 0.0 | 3 | -10 | -0.3 | -1.9 | -2
CCn1c(C)nc2cc(C(=O)N/N=C(\C)c3ccc(OC)cc3O)ccc21
 : -1.8 | -4.2 | -1.7 | 4 | -3.4 | -0.5 | 2 | 9 | -0.9 | 2.5 | 1

Exported bar-delimited: part of the list above
Structure | ssDAF12 agonist | proKLK7 act | DAX1 inh-1 | NPR2 activator | FXN GAA850 act | DAX1 inh-2 | GC-A act | HGIII-sPLA2 inh | hcDAF12 agonist | hgDAF12 agonist | SMARCA2 act
Nc1nc(SCc2ccc(F)cc2)n[nH]1 | -0.9 | 0.3 | 1.5 | -2 | 0.5 | 0.2 | 2 | 3 | 1.4 | 3.0 | 1
Cn1c(N)c(C(=O)COC(=O)c2ccc(Cl)c(S(=O)(=O)N3CCCCC3)c2)c(=O)n(C)c1=O | -1.8 | 0.2 | 0.0 | -3 | -2.4 | 0.9 | 4 | 2 | 1.0 | -2.6 | 12*
Cc1ccc(-c2noc(CSc3nnnn3C3CCCCC3)n2)cc1 | -1.6 | 0.3 | -0.5 | 1 | -0.6 | -0.5 | 0 | -27 | -0.6 | -0.7 | -6
Cc1cc(C)cc(Cn2cc(CN3CC(N4CCN(Cc5ccccc5F)CC4)CS3(=O)=O)nn2)c1 (stereo not given) | -2.0 | 0.5 | . | 2 | . | -4.0 | -2 | -4 | -1.8 | -0.3 | -5
O=C(CSc1ccccc1F)NC1CCS(=O)(=O)C1 (stereo not given) | -0.4 | -0.3 | 0.3 | 0 | 2.0 | 0.2 | 2 | 1 | 1.9 | -2.8 | -4
COc1ccc(Cl)cc1-c1n[nH]c(=S)n1Cc1ccccc1 | -0.7 | -0.5 | -0.4 | -4 | -0.7 | -0.2 | -3 | 15 | -2.1 | 2.5 | -1
CCOC(=O)c1ccc(N=Cc2nc3ccccc3n2C)cc1 | -1.2 | -1.0 | -0.1 | -6 | -2.7 | 0.5 | -3 | 4 | 2.3 | -0.2 | 3

(next part)
Order of values: ssDAF12 agonist | proKLK7 act | DAX1 inh-1 | NPR2 activator | FXN GAA850 act | DAX1 inh-2 | GC-A act | HGIII-sPLA2 inh | hcDAF12 agonist | hgDAF12 agonist | SMARCA2 act
Nc1cccc(C(=O)Nc2ccccc2Cl)c1
 : -1.3 | -0.3 | -0.2 | 9 | -1.2 | 1.0 | 2 | 11 | -0.7 | -0.1 | -1
Cc1ccc(S(=O)(=O)CCC(=O)Nc2nnc(-c3ccccc3S(C)(=O)=O)o2)cc1
 : -0.6 | -0.8 | -1.1 | -4 | 0.8 | 0.1 | 1 | 2 | -1.1 | 0.6 | 2
CN(CC(=O)Nc1cccc(F)c1)C(=O)C1CCC(C(=O)N(C)CC(=O)Nc2cccc(F)c2)CC1 (stereo not given)
 : -1.1 | 0.0 | -0.9 | 4 | -1.7 | -1.5 | 3 | -13 | -2.0 | 0.8 | -1
O=C(CCl)NC1CCCCN(Cc2ccc(OC(F)(F)F)cc2)C1=O (stereo not given)
 : -1.9 | -0.3 | . | 8 | . | -4.3 | 1 | -3 | -2.4 | -3.4 | 0
CC(=O)NC(c1cccc(F)c1)c1nc(-c2cccc(C(F)(F)F)c2)cs1 (stereo not given)
 : -1.3 | 0.3 | . | -5 | 2.6 | -0.8 | -5 | -1 | -0.4 | -3.6 | 1
CC1CCC2(CCC(=O)N2CCCO)CC1 (stereo not given)
 : -0.9 | -1.0 | . | 8 | . | -0.8 | -2 | 4 | -1.5 | -2.0 | -2
COc1ccc(Cc2[nH]n3c(=O)cc(C(C)C)nc3c2-c2ccccc2)cc1
 : -0.2 | 0.5 | -0.7 | 8 | -3.2 | -0.8 | 9 | 2 | 0.0 | 6.7 | -6
Cc1ccc2c(c1)N=C(c1ccc(Cl)cc1)CO2
 : 0.6 | -0.4 | 0.3 | -3 | 2.5 | 3.1 | 1 | -8 | 4.4 | 5.7 | 2
O=C(O)Cc1csc(-c2ccc(F)cc2)n1
 : -1.3 | 0.4 | 0.4 | -2 | -3.0 | -0.6 | 1 | 1 | -0.4 | -2.2 | -3
Cc1ccc(S(=O)(=O)N2CCN(C(=O)CSc3ncn[nH]3)CC2)c(C)c1
 : -0.4 | 0.3 | -1.9 | -5 | 3.7 | -1.6 | -3 | -11 | -1.8 | -0.5 | -1
CCN(CC)CCNC(=O)Cc1c(C(=O)O)n(C)c2ccccc12
 : -0.8 | 0.1 | 1.8 | 3 | -2.6 | -0.6 | -1 | 2 | -1.9 | 1.7 | 9.5*
O=C(NCc1ccc2c(c1)OCO2)c1cc([N+](=O)[O-])ccc1N1CCCCC1
 : -1.2 | -0.2 | -1.6 | 1 | -2.8 | -2.2 | 1 | 2 | -0.2 | -1.6 | -1
COc1cccc(C2[C@H](C)C3(CCN2C)OCCO3)c1 (stereo not given in full)
 : -0.1 | -0.3 | -0.6 | -1 | 1.2 | 0.8 | 2 | 1 | 1.1 | 0.3 | 1
O=C(COC(=O)c1cccc(OC(F)F)c1)NC(=O)NC1CCCCC1
 : -1.3 | -0.2 | 0.4 | -4 | 0.9 | 0.3 | 1 | -3 | -1.4 | 0.9 | -1
CCOc1ccc(NC(=O)C2CCCN(S(=O)(=O)c3ccc(-n4cnnn4)cc3)C2)cc1 (stereo not given)
 : -1.1 | 0.6 | -0.7 | 1 | 0.9 | 0.2 | -4 | 0 | 2.3 | -3.0 | -3
CCC(=O)Nc1ccc(S(=O)(=O)Nc2c(NC)c3ccccc3oc2=O)cc1
 : -1.5 | 0.0 | 0.8 | 1 | 0.1 | -0.4 | -5 | 0 | -1.4 | -1.4 | -1
C[C@H]1CN([C@@H](C)CO)C(=O)Cc2cc(NC(=O)CCC(F)(F)F)ccc2O[C@H]1CN(C)CC1CC1
 : -1.4 | 0.2 | 2.0 | 5 | 1.1 | 0.4 | 2 | 4 | -0.2 | 1.3 | 0
c1ccc2c(c1)SCc1nnc(-c3ccncc3)n1-2
 : -0.9 | 0.3 | 2.9 | -2 | 1.3 | -0.3 | 1 | 0 | -0.9 | 0.0 | -2
COCCN(C(=O)CSc1nnc(-c2ccc(C(C)(C)C)cc2)n1N)c1c(N)n(CC(C)C)c(=O)[nH]c1=O
 : -0.7 | 0.5 | 3.8 | 1 | -0.5 | -0.2 | 1 | 5 | 0.6 | 1.7 | 2
CCOC(=O)C1(C)CCCCN1C(=O)c1cccnc1 (stereo not given)
 : -1.0 | 0.1 | . | 0 | 0.9 | 0.8 | 3 | 4 | 1.2 | -0.1 | -3
COC(=O)c1ccc(Cn2nnc3c(=O)[nH]c(C4CCN(S(=O)(=O)c5ccc(F)cc5)CC4)nc32)cc1
 : -1.0 | -0.1 | 0.7 | -4 | 0.5 | 1.5 | 4 | -16 | -0.1 | -0.6 | -2
Cc1ccc2c(c1)-c1c(cnn1CC(=O)N(Cc1ccco1)C1CCCCC1)CO2
 : -2.0 | 0.9 | 0.8 | -24 | -1.1 | -1.6 | -29 | -15 | -1.8 | -1.5 | -1
CC(C)(C)c1cc(N/C=C\c2nnnn2-c2ccc(Br)cc2)no1
 : -1.2 | 0.7 | -1.2 | -2 | 0.2 | -0.8 | 4 | 1 | -1.2 | -0.5 | -5
O=C(COc1ccc(F)cc1)Nc1ccc(-n2cnnn2)cc1
 : -1.7 | 0.6 | 1.5 | -3 | -1.8 | -0.1 | 0 | 9 | -3.1 | -1.4 | -1
Cc1ccc(Cl)c(OCC(=O)Nc2cc(S(=O)(=O)N3CCOCC3)ccc2N2CCCC2)c1
 : -1.6 | -0.4 | 0.1 | 4 | -1.0 | -1.4 | -1 | -3 | -3.1 | -1.0 | -3
N/C(=N\OC(=O)c1ccccc1F)c1cccc([N+](=O)[O-])c1
 : -0.7 | -0.3 | 5.4* | -3 | 4.4 | 1.2 | 7 | 2 | 0.3 | 1.6 | 6
Cc1cccc(NC(=O)C2CCCN(S(=O)(=O)c3cccc4nsnc34)C2)n1 (stereo not given)
 : -1.3 | 0.3 | -0.3 | 4 | 1.8 | -0.6 | 3 | -2 | -1.7 | 0.5 | -2

Rows are unselected; 6.7% or so of the library scored in one or more.
